Source: PubChem BioAssay (National Center for Advancing Translational Sciences (NCATS))
RGS4 inh: human RGS4 inhibition. P49798. Transcreener GDP fluorescence polarization, RGS4-accelerated GTP hydrolysis. Potency, µM (series often up to 114 µM), for inactives: at the highest dose activity change, negative = inhibition, hits mostly inhibitors. 390,000 compounds, 0.039% hits; note: % is set by controls: 0 for no effect and ±100 for the full control effect; nearly all actives have a fitted effect of over 75% in size; some results filed as inactive show a strong effect at the top dose
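MLSMR compounds (23 nl, pin-transferred) preincubated 10 min at room temperature with a 500nM (2x) first reagent, then RGS4 at 900nM (2x) plus Transcreener GDP mix added; fluorescence polarization (620/688 nm) read before and after 90 min at 30 °C.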
Tb PGK inh: inhibitors of T. brucei phosphoglycerate kinase | 380,000 compounds, 0.043% hits | PGK/GAPDH coupled, Kinase-Glo luminescence, 60 min | Potency, µM (top dose mostly 57.5 µM), for inactives: at the highest dose activity change, negative = inhibition, most hits filed as inhibitors; note: % is set by controls: 0 for no effect and ±100 for the full control effect; nearly all actives have a fitted effect of over 60% in size
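Luminescent ATP detection (Kinase-Glo Plus) follows a 60-minute room-temperature incubation, with wells lacking PGK as controls. Buffer: 100 mM TEA (pH 7.6), 5 mM MgCl2, 0.01% Tween-20. Coupling enzyme GAPDH (100 nM final) supplies unstable 1,3-BPG in-well.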
12-LOX inh: inhibitors of human 12S-lipoxygenase ALOX12 | purified 12hLO, xylenol orange hydroperoxide absorbance | Potency, µM (top dose mostly 108 µM), for the others: at the top dose activity change, negative = inhibition, usual class: inhibitors | 580,000 compounds, 1.1% hits | AID 1671190; note: % is set by controls: 0 for no effect and ±100 for the full control effect
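Purified human 12hLO (150 nM final) in 25 mM Hepes, 0.01% Triton X-100, pH 7.0 was preincubated 15 min at room temperature with compound. Then 40 uM arachidonic acid was added, 30 min. Hydroperoxide was read by Fe-XO absorbance ratio 573/405 nm.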
Pin1 inh: blocks the human prolyl isomerase Pin1 | Q13526 | Pin1 FP peptide displacement, HiFluor488, 10 min | Potency, µM (series often up to 115 µM), without a hit: top-dose activity, negative = inhibition, most hits filed as inhibitors | 390,000 compounds, 0.009% hits; active = well fitted inhibition curve with a large enough effect in the polarisation, with a control signal flat, not every such curve was filed as active; inconclusive = small, poorly fitted or top-dose-only effect, or effect the other way, or a change in a side signal; inactive = no such curve, though single readings can be large or run the other way; the % refers to the polarisation; note: % is set by controls: 0 for no effect and ±100 for the full control effect
Target sequence (Q13526 whole entry, looked up): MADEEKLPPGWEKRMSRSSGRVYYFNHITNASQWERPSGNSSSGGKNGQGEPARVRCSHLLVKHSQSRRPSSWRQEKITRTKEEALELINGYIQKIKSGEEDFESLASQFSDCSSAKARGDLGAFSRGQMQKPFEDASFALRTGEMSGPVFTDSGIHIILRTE
JMJD2A Tudor inh: inhibitors of human JMJD2A Tudor domain; AlphaScreen JMJD2A-Tudor / H3K4me3 peptide binding; Potency, µM (highest dose often 114 µM), without a hit: at the top dose activity change, negative = inhibition, hits mostly inhibitors; 390,000 compounds, 4.4% hits; AID 504339; note: % is set by controls: 0 for no effect and ±100 for the full control effect; nearly all actives have a fitted effect of over 50% in size
HP1b chromo inh: HP1-beta chromodomain-methylated histone interaction inhibition; 390,000 compounds, 0.56% hits; Potency, µM (highest dose often 114 µM), without a hit: at the top dose activity change, negative = inhibition, actives largely listed as inhibitors; P83916; AlphaScreen HP1-beta / biotin-H3K9me3 peptide binding; note: nearly all actives have a fitted effect of over 70% in size; inactives centre near 23
Target sequence (P83916 whole entry, looked up): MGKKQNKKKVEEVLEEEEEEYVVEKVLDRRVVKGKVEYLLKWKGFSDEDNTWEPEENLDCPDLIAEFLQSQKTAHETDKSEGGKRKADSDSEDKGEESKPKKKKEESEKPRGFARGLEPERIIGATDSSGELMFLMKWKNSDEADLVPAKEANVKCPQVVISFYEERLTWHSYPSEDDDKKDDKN
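AlphaScreen: HP1-beta (50 nM) preformed 30 min with biotin-H3(1-18)K9me3 peptide (50 nM) in PBS pH 7.4, 0.01% Tween-20. Compound added for 30 min at RT, then streptavidin donor/nickel chelate acceptor beads (10 ug/mL) for 30 min.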
GLS inh: inhibitors of human glutaminase (GLS); AID 624170; GLS enzymatic activity, qHTS titration; Potency, µM (series often up to 45.5 µM), for inactives: at the highest dose activity change, negative = inhibition, usual class: inhibitors; O94925; 410,000 compounds, 0.21% hits; note: % is set by controls: 0 for no effect and ±100 for the full control effect
Target sequence (O94925 whole entry, looked up): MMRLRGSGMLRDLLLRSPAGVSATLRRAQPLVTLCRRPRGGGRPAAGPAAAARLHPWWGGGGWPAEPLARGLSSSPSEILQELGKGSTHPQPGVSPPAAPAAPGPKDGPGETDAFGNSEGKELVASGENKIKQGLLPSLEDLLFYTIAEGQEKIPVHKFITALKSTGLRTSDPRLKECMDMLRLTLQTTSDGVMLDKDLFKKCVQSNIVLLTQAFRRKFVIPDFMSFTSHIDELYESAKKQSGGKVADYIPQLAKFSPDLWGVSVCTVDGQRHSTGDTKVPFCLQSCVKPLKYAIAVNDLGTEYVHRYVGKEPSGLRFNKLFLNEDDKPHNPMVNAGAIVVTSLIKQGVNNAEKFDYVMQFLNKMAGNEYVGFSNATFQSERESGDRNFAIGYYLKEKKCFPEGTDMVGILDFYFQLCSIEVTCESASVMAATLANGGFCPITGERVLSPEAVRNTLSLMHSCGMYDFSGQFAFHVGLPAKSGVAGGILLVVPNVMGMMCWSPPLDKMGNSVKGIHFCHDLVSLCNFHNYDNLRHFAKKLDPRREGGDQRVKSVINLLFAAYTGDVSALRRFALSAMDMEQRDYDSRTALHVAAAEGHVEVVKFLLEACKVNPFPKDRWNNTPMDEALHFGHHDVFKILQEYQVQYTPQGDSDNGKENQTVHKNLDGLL
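Human kidney-isoform GLS in 45 mM KH2PO4 pH 8.2, 0.02% Tween-20, with compound, started with 1mM L-Glutamine (added stock). Glutamate oxidase/HRP/Amplex red coupled fluorescence read at start and after 30 min at RT.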
rTrxR1 inhibitor: inhibitors of rat thioredoxin reductase 1 | recombinant rTrxR1, NADPH fluorescence consumption, selenite substrate | Potency, µM (top dose mostly 114 µM), for the others: at the highest dose activity change, negative = inhibition, hits mostly inhibitors | 390,000 compounds, 1% hits | AID 588453; note: % is set by controls: 0 for no effect and ±100 for the full control effect; nearly all actives have a fitted effect of over 65% in size
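Rat TrxR1 (90 nM in the dispensed reagent) was pre-reduced with 400 uM NADPH for 5 min at room temperature, then incubated with compound for 15 min. After 400 uM selenite was added, NADPH fluorescence (Ex 340/Em 450 nm) was followed for 8 min.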
ERG-DNA inh: blocks human ERG Ets domain binding to DNA; P11308; fluorescence polarization, His-ERG Ets domain / labelled DNA; Potency, µM (top dose mostly 76.9 µM), without a hit: top-dose FP activity, negative = inhibition, hits mostly inhibitors; AID 624246; 370,000 compounds, 0.028% hits; active = well fitted inhibition curve with a large enough effect in the polarisation, with a control signal flat; inconclusive = small, poorly fitted or top-dose-only effect, or effect the other way, or a change in a side signal; inactive = no such curve, though single readings can be large or run the other way; the % refers to the polarisation;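 note: polarization taken with two DNA probes labelled with fluorescein and Texas red; % of control where 0% means no effect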
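His-tagged ERG Ets domain (1 uM in the protein solution; 300mM KCl, 50mM Tris-HCl, 1mM EDTA, 1mM DTT, pH 7.5) received compound, then a probe mix of 5 nM fluorescein-DNA and 100nM Texas-615-DNA. Fluorescence polarization was read for both dyes.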
Active calls of the source: *; i = inactive; ? = inconclusive; . = not tested or not shown; [ ] = another dose, or the depositor's remark. Unless noted, calls come from the whole dose curve; as a rule, active = well fitted curve in the direction sought with a large enough effect; inconclusive = small, poorly fitted or top-dose-only effect, or another doubt; inactive = no such curve, though single readings can be large; an effect the other way counts as inactive or inconclusive. Potency is the fitted concentration of half-maximal effect. Some of the compounds tested; the hit share may differ from the screen's.

#	SMILES	RGS4 inh	Tb PGK inh	12-LOX inh	Pin1 inh	JMJD2A Tudor inh
1	CCCn1c2ccccc2c2nnc(SCC(=O)Nc3cccc(C(C)=O)c3)nc21	-30%	-1%	-13%	35%[activator]	-3%
2	O=c1[nH]c(=S)n(-c2ccccc2)c(O)c1C=NCc1ccccn1	-6%	1%	10%	-20%	-30%
3	COC(=O)c1ccc(N2CCN(C)CC2)c([N+](=O)[O-])c1	-14%	-9%	-14%	-9%	-12%
4	CCCCN1C(=O)NC(=O)C2(Cc3cc(C)ccc3N(C)C2)C1=O (stereo not given)	-47%	-2%	0%	-5%	-16%
5	Cc1cccc(OP(=O)(NCc2ccccc2)Oc2cccc(C)c2)c1	17%	6%	-24%	-6%	115%[activator]
6	CN(C)S(=O)(=O)c1cc(NC(=O)C[N+]23CCN(CC2)CC3)ccc1Cl	-8%	0%	0%	2%	-13%
7	CC1(C)OC(c2ccccc2)=C/C(=C/C=C2C(=O)NC(=O)NC2=O)O1	7%[56.9 µM]	?	-2%	?	-31%
8	CCC1=Nc2cc(C(=O)N3CCC4(CC3)OCCO4)ccc2Sc2ccc(C)cc21	-11%	3%	-24%	1%	-10%
9	CC(C)c1ccc(OCC(=O)N2CCN(C)CC2)c(Br)c1	-5%	.	-13%	-9%	-13%
10	CCCCn1c(=O)c(C(=O)Nc2ccccc2N)c(O)c2ccccc21	-4%	-7%	i	-1%	2%
11	Cc1ccc(N2C(=O)NC(=O)/C(=C\c3cc(C)n(-c4cc(C(=O)O)cc(C(=O)O)c4)c3C)C2=O)cc1	-2%	?	0%	.	32µM*
12	C#CCOc1cc(C2C3=C(COC3=O)Nc3cc4c(cc32)OCO4)ccc1OC (stereo not given)	-5%	-5%	31%	14%	-13%
13	CN1C2CCC1C(C(=O)O)C(O)C2 (stereo not given)	22%	-5%	-7%	1%	-21%
14	CCC(=O)OC1CCC2C3CCC4CC(=O)C=CC4(C)C3CCC12C (stereo not given)	-12%	-2%	-1%	-7%	-10%
15	CCOC(=O)C1(CCc2ccccc2)CCN(C2CCSCC2)CC1	-2%	-5%	5%	3%	-18%

#	HP1b chromo inh	GLS inh	rTrxR1 inhibitor	ERG-DNA inh
1	25%	-4%	25%	-2%
2	39%[activator]	0%	-23%	-7%
3	11%	6%	13%[57.1 µM]	0%
4	31%	-3%	11%[57.1 µM]	6%
5	167%[activator]	2%	0%	-2%
6	25%	-3%	3%	-7%
7	-4%	-22%	19%	147%[activator]
8	12%	-2%	15%	6%
9	9%	8%	19%	.
10	46%[activator]	-1%	9%	4%
11	?	117%[activator]	?	-5%
12	22%	?	24%	17%
13	39%	8%	17%	-5%
14	9%	-8%	11%	6%
15	20%	2%	0%	-8%

Further results.
#	SMILES	RGS4 inh	Tb PGK inh	12-LOX inh	Pin1 inh	JMJD2A Tudor inh
16	Cc1cc(=O)oc2cc(OCC(=O)N3CCN(Cc4ccc5c(c4)OCO5)CC3)ccc12	8%	5%	0%	-3%	-8%
17	O=C(Cc1ccccc1)N1CCN(Cc2cccc(Br)c2)CC1	-22%[11.4 µM]	-11%	-19%	-2%	-32%[11.4 µM]
18	CN(C)c1ccc(NC(=O)CN2C(=O)CN=C(c3ccccc3)c3ccccc32)cc1	-22%	i	0%	-8%	56µM*
19	Cc1ccc(C2CC(=O)C(C=NCCN3CCN(C(=O)Cc4ccccc4)CC3)=C(O)C2)cc1 (stereo not given)	18%[11.4 µM]	i	0%	5%	2%[57.1 µM]
20	Cc1ncc(CC(=O)n2cc(C(=O)c3cc(Cl)ccc3O)cn2)s1	-12%	9%	12%	8%	-13%
21	Nc1c(C(=O)NCCN2CCOCC2)c2nc3ccccc3nc2n1Cc1ccccc1	10%	-7%	?	14%	30%
22	O=P1(Oc2ccccc2)CC=CC(COCc2ccccc2)O1 (stereo not given)	-4%	.	.	-5%	1%
23	COc1ccc(F)cc1C(=O)C1CCCN(Cc2cnc(C)s2)C1 (stereo not given)	13%	i	10%	2%	-3%
24	CCN1C[C@@]2(COC)C3[C@@H](OC)[C@H]4[C@@H]1[C@@]3(C1C[C@H]3[C@H](OC(C)=O)C1[C@]4(OC(C)=O)C[C@H]3OC)[C@@H](OC)C[C@H]2OC(C)=O (stereo not given in full)	-9%	-2%	.	-2%	-12%
25	CCCCCCn1c(=O)c(C(=O)Nc2nc(CC(=O)OCC)cs2)c(O)c2ccccc21	-5%	-5%	0%	-4%	4%
26	C=CCn1c(O)c(/C=N/NC(=O)CCCC)c(=O)[nH]c1=S	-9%	i	?	-8%	79µM*
27	C#C[C@@]1(O)CCC2C3CCC4=C/C(=N/OCC(=O)NC(C(=O)NC(CC(C)C)C(=O)O)C(C)C)CC[C@]4(C)C3CC[C@@]21C (stereo not given in full)	14%	-5%	?	-8%	4%
28	O=C(c1ccc(N2CCCCCC2)c([N+](=O)[O-])c1)N1CCC2(CC1)OCCO2	25%	-8%	-1%	2%	?
29	CCN1CCOC(c2ccccc2)C1 (stereo not given)	-19%	-4%	0%	-4%	-4%
30	COc1cc(Cl)ccc1Nc1ncc(C(=O)N2CCN(c3ccccc3OC)CC2)c2ccccc12	-3%	-1%	-25%	9%	11%

#	HP1b chromo inh	GLS inh	rTrxR1 inhibitor	ERG-DNA inh
16	22%	3%	?	0%
17	-13%	72%[activator]	0%	-19%
18	?	8%	5%	5%
19	17%	1%	7%[57.1 µM]	7%
20	22%	39%[activator]	-14%	7%
21	70%[activator]	-11%	14%	10%
22	35%	.	14%	.
23	47%	-3%	7%	3%
24	23%	11%	9%	21%
25	35%[activator]	3%	21%[57.1 µM]	-6%
26	18%	-3%	26%[57.1 µM]	5%
27	43%[activator]	-6%	14%	-7%
28	0%	-2%	9%[57.1 µM]	16%
29	45%[activator]	-11%	-9%	-22%
30	64%[activator]	-1%	107%[activator]	-15%

Sorted by formula weight (high to low): some entries from above.
#	SMILES	RGS4 inh	Tb PGK inh	12-LOX inh	Pin1 inh	JMJD2A Tudor inh
24	CCN1C[C@@]2(COC)C3[C@@H](OC)[C@H]4[C@@H]1[C@@]3(C1C[C@H]3[C@H](OC(C)=O)C1[C@]4(OC(C)=O)C[C@H]3OC)[C@@H](OC)C[C@H]2OC(C)=O (stereo not given in full)	-9%	-2%	.	-2%	-12%
21	Nc1c(C(=O)NCCN2CCOCC2)c2nc3ccccc3nc2n1Cc1ccccc1	10%	-7%	?	14%	30%
28	O=C(c1ccc(N2CCCCCC2)c([N+](=O)[O-])c1)N1CCC2(CC1)OCCO2	25%	-8%	-1%	2%	?
20	Cc1ncc(CC(=O)n2cc(C(=O)c3cc(Cl)ccc3O)cn2)s1	-12%	9%	12%	8%	-13%

#	HP1b chromo inh	GLS inh	rTrxR1 inhibitor	ERG-DNA inh
24	23%	11%	9%	21%
21	70%[activator]	-11%	14%	10%
28	0%	-2%	9%[57.1 µM]	16%
20	22%	39%[activator]	-14%	7%

(further entries)
#	SMILES	RGS4 inh	Tb PGK inh	12-LOX inh	Pin1 inh	JMJD2A Tudor inh
31	CCCC(C)C1(CC)C(=O)NC(=Nc2ccccc2OC)NC1=O (stereo not given)	-6%	i	-41%	-5%	-2%
32	CC(OC(=O)COc1ccc(Nc2ccccc2)cc1)C(=O)N(C)c1ccccc1 (stereo not given)	21%	-1%	-13%	-1%	35µM*
33	COc1c(O)ccc2c1-c1c3c(cc4c1C(C2)N(C)CC4)OCO3 (stereo not given)	-26%	i	0%	?	-20%
34	CN1CCC(N(C)c2nc(-c3ccccc3)nc3ccccc23)CC1	23%	-7%	-6%	-11%	-15%
35	O=C(Nc1cccnc1)c1c(O)c2c(n(Cc3ccccc3)c1=O)CCCC2	-12%	-7%	13%	15%	-30%
36	COc1ccc(C(CNC(=O)c2ccc3c(c2)CCC3)N(C)C)cc1 (stereo not given)	4%	i	-22%	-7%	-23%
37	COc1cc2c(cc1OC)C(C(=O)N(C)C1CCCCC1)C1CCCCN1C2=O (stereo not given)	-40%	i	-3%	-1%	0%
38	O=C(c1ccc2c(c1)N(Cc1c(F)cccc1Cl)C(=O)c1ccccc1S2)N1CCC2(CC1)OCCO2	-27%	-8%	0%	0%	?
39	CN(C)C(=Nc1ccccc1)P(=S)(N(C)C)N(C)C	-7%	0%	?	2%	4%
40	COc1ccc(P2(=O)Nc3ccccc3N2)cc1	-15%	-5%	-20%	?	-18%

#	HP1b chromo inh	GLS inh	rTrxR1 inhibitor	ERG-DNA inh
31	35%[activator]	1%	21%	-15%
32	?	?	0%	-4%
33	32%	22%	2%	-4%
34	4%	1%	-2%	.
35	30%	3%	3%	-6%
36	-5%	8%	9%	1%
37	32%	-2%	10%	.
38	-6%	-11%	3%	5%
39	44%[activator]	2%	18%[57.1 µM]	-11%
40	6%	50%[activator]	10%	-8%
